BCLXL inh: blocks human Bcl-xL binding to Bim BH3 peptide; Q07817; GST-Bcl-xL / FITC-Bim BH3 peptide fluorescence polarization; inhibition, % at 10.9 µM; actives 0.7% (n = 320,000); AID 2129;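 active = inhibition above the mean of all tested compounds plus 3 SD, cutoff set per campaign, cut at about 30% in these data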;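 also: 0% = DMSO wells and 100% = unlabeled Bim-BH3 peptide competitor; inhibitors lower millipolarization by displacing the labeled peptide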
GSTO1 inh: counter-screen for RBBP9 inhibitors: inhibitors of human GSTO1; P78417; recombinant GSTO1, activity-based probe fluorescence polarization; inhibition, % at 5.96 µM; actives 1.1% (n = 300,000); AID 1974;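 active = inhibition above the campaign mean inhibition plus 3 SD, cut at about 35% in these data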;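 also: 0% = GSTO1-1 with DMSO and 100% = wells lacking GSTO1-1 enzyme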
Fam108B inh: blocks mouse Fam108B hydrolase in RBBP9 counter-screen | recombinant Fam108B, FP-Rh probe fluorescence polarization | inhibition, % at 9.51 µM | actives 0.33% (n = 300,000) | AID 1947;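 active = inhibition above the screen mean inhibition plus 3 SD, computed separately per campaign, cut at about 18% in these data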;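 also: inhibitors lower polarization as less probe binds the enzyme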
PAD4 inh: PAD4 (human) enzyme inhibition | Q9UM07 | recombinant PAD4, RCA probe fluorescence polarization | inhibition, % at 6.36 µM | actives 0.41% (n = 330,000) | AID 485272;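 active = percent inhibition above a cutoff equal to the mean of all tested compounds plus 3 SD, cut at about 15% in these data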;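 also: 0% = PAD4 with RCA probe and DMSO and 100% = probe without PAD4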
Target sequence (Q9UM07 whole entry, looked up): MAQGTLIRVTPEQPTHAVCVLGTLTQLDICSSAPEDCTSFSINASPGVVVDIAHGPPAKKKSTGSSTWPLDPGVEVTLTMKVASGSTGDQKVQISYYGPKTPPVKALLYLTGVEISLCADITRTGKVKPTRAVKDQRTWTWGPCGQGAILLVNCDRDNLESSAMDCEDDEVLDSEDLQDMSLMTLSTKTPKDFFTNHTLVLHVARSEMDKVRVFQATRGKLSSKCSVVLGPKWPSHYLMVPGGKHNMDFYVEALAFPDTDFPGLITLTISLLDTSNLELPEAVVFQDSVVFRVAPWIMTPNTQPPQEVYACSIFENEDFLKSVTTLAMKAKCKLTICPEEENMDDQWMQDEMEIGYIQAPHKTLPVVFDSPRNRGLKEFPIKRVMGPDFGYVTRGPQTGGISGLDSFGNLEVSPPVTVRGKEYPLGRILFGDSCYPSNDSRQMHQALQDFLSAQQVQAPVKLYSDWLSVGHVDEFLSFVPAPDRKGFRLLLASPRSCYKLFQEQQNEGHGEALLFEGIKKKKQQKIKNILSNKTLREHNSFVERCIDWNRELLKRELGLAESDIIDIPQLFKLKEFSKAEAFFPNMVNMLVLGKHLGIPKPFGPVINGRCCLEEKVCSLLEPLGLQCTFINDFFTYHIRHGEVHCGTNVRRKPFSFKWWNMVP
TPT1 inhibitor: blocks Candida albicans tRNA 2'-phosphotransferase; actives 0.81% (n = 300,000); inhibition, % at 5 µM; recombinant caTPT1, FP RNA substrate dephosphorylation; AID 1962;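 active = inhibition above the mean of all tested compounds plus 3 SD, set per screening campaign, cut at about 24% in these data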;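 also: plate controls were DMSO alone for no effect and ferristatin control at 100 nM for full effect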
PME-1 inh: PME-1 (human) inhibition | Q9Y570 | recombinant PME-1, FP-Rh probe fluorescence polarization | inhibition, % at 5.9 µM | actives 0.53% (n = 320,000) | AID 2130;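 active = inhibition above the campaign mean of all compounds plus 3 SD, cut at about 26% in these data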;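 also: competitive labeling of PME-1 active site by serine hydrolase directed probe; 0% = PME-1 with DMSO and 100% = wells lacking PME-1 enzyme; inhibitors block probe labeling so polarization falls and inhibition rises; many of its hits are not listed in these tables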
Target sequence (Q9Y570 whole entry, looked up): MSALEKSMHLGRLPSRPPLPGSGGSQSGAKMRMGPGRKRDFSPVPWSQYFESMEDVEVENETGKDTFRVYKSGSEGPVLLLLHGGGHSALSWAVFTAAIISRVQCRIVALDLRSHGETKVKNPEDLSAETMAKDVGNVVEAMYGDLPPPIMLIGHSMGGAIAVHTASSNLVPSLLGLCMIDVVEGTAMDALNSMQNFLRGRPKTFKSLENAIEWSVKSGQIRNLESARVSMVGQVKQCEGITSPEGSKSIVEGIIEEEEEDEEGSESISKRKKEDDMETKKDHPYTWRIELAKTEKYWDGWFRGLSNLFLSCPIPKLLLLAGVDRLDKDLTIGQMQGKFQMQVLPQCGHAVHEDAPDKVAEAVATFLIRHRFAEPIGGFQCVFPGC
MCL1-BIM inh: inhibitors of human MCL1 binding to BIM-BH3 peptide. GST-MCL1 / FITC-Bim-BH3 fluorescence polarization. inhibition, % at 10.9 µM. AID 2057. actives 0.68% (n = 320,000);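 active = inhibition above the mean inhibition of all tested compounds plus 3 SD, set per campaign, cut at about 40% in these data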;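 also: 0% = DMSO wells and 100% = unlabeled Bim-BH3 peptide control; higher means more loss of mP so more displacement of Bim peptide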
MEX-5 binding: C. elegans MEX-5 TCR-2 RNA binding activity. MEX-5/FITC-TCR2 RNA binding, fluorescence polarization; stronger effect = lower value. activity score (negative = inhibition of binding), % at 10 µM. actives 0.38% (n = 300,000). AID 1832;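 active = inhibition past about -25% in most replicates, and total fluorescence under double the plate's negative control median, limit read from the data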;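 also: 0% = DMSO and -100% = 5 µM competing unlabeled TCR2 RNA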
GLD-1 RNA inh: GLD-1-TGE RNA interaction inhibition (C. elegans); actives 0.44% (n = 320,000); Q17339; purified GLD-1 + fluorescein TGE RNA, fluorescence polarization; inhibition, % at 5.96 µM;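 active = percent inhibition above a per-plate cutoff, the plate mean of test compounds plus 3 SD, cut at about 30% in these data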;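 also: 0% = DMSO wells with GLD-1 and probe and 100% = wells lacking GLD-1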
Active calls of the source: *; / = not tested or not shown. Some of the compounds tested (hit frequency here may not be typical).

Fields – BCLXL inh | GSTO1 inh | Fam108B inh | PAD4 inh | TPT1 inhibitor | PME-1 inh | MCL1-BIM inh | MEX-5 binding | GLD-1 RNA inh
> Cc1ccc(CNC(=O)[C@@H]2CCC(=O)N2Cc2ccco2)cc1
 : 4.3 | -6.3 | 0.7 | 1.4 | 0.4 | -0.5 | 4.0 | -0.9 | 8.7
> CC(C)(C)NC(=O)CN(Cc1cccs1)C(=O)CNS(=O)(=O)c1ccc(F)cc1
 : -3.0 | 1.3 | -1.2 | 1.4 | -0.5 | 2.3 | -4.2 | 0.4 | -7.0
> O=C(Nc1cc(C(F)(F)F)ccc1N1CCOCC1)C1=NN(c2ccccc2)C(=O)CC1
 : 2.1 | -1.0 | -1.7 | -1.7 | -2.4 | 0.7 | -4.3 | -2.4 | 5.2
> O=C(Nc1ccc(N2CCN(C(=O)C3CC3)CC2)cc1)c1cccs1
 : 2.8 | -3.9 | 2.8 | -1.3 | -0.9 | 2.0 | 8.7 | -0.7 | -2.4
> CC(C)(C)c1nc2ccc([N+](=O)[O-])cc2[nH]1
 : 7.2 | -0.1 | -1.4 | 0.7 | 2.0 | 0.3 | 8.5 | 0.1 | -2.8
> CCn1c2ccccc2c2nnc(SCC(=O)c3c(N)n(C)c(=O)n(C)c3=O)nc21
 : 6.0 | -1.1 | 0.5 | -0.8 | -2.4 | 2.9 | 5.3 | 1.5 | 5.4
> Cc1n[nH]c(C)c1CCc1nc2c3ccccc3nc(SCC(=O)Nc3ccccc3F)n2n1
 : -6.8 | 2.5 | -6.2 | -3.7 | 2.3 | 0.6 | 2.9 | -0.4 | 2.8
> COc1ccc(-c2nc(-c3ccccn3)nc(N3CCN(C)CC3)c2C#N)cc1
 : -1.2 | -1.2 | -2.2 | -3.5 | 1.6 | -5.7 | -3.0 | -1.6 | 0.4
> CCOc1ccc(Cl)cc1S(=O)(=O)n1cnc2ccccc21
 : -9.0 | -6.3 | -2.8 | -2.4 | 1.7 | 7.2 | -12.8 | 3.0 | -7.9
> CCOc1ccccc1NC(=O)c1ccccc1NS(C)(=O)=O
 : 3.3 | 1.6 | 1.8 | 0.7 | -1.5 | 0.0 | 3.2 | 1.7 | 6.1
> Cc1ccccc1C1c2[nH]c3ccccc3c2CCN1Cc1cccn1-c1ncccn1 (configuration not stated)
 : 9.2 | 6.4 | -0.3 | -0.7 | 0.0 | 0.6 | 11.6 | 0.0 | 8.5
> COc1ccc(Cc2nnc(NCCO)[nH]c2=O)cc1OC
 : -2.0 | -2.6 | -0.6 | -0.9 | -2.0 | -7.1 | -13.1 | 2.8 | 4.7
> CC(=O)Nc1ccc(S(=O)(=O)CCC(=O)O)cc1
 : 0.9 | 1.6 | -4.0 | 0.2 | 1.1 | -4.1 | -2.8 | 0.5 | 8.1
> CC1C(=O)Nc2ccc(S(=O)(=O)N3CCc4ccccc4C3)cc2NC1=O (configuration not stated)
 : 0.6 | 2.3 | 2.7 | -5.8 | 0.9 | 0.5 | -7.1 | -2.2 | 0.1
> O=C(c1ccc(S(=O)(=O)NCc2ccco2)cc1)N1CCN(c2ccc(F)cc2)CC1
 : 6.2 | / | / | -7.2 | / | -4.7 | 5.1 | / | 6.7
> Cc1ccccc1C(=O)N1CCN(S(=O)(=O)c2cccs2)CC1
 : 7.0 | 2.9 | -2.3 | -2.7 | -2.8 | -6.8 | 6.0 | 1.6 | 1.9
> CSCCC(NC(=O)c1ccco1)C(=O)N1CCN(c2ccccc2O)CC1 (configuration not stated)
 : 3.4 | / | / | -1.4 | / | 1.7 | 7.0 | / | 1.6
> Cc1ccc(C)c(NC(=O)C(OC(=O)c2ccc(NC(=O)CC#N)cc2)c2ccccc2)c1 (configuration not stated)
 : -18.9 | -65.5 | -28.7 | -10.4 | 11.8 | -42.9 | -22.6 | -2.0 | -26.2
> CCN(C(=O)COC(=O)c1cccnc1SC)C1CCS(=O)(=O)C1 (configuration not stated)
 : -0.9 | 2.0 | -2.1 | -0.1 | 3.7 | 1.1 | -3.6 | -3.6 | 4.1
> Cc1ccc(C)c(NC(=O)CSc2nc3nc(-c4cccs4)cc(C(F)(F)F)c3c(=O)[nH]2)c1
 : 11.2 | -96.2 | -20.7 | 1.9 | 0.2 | 21.9 | 6.4 | 0.0 | -0.1
> O=C(/C=C(\O)c1ccccc1)C(=O)NNC(=O)c1ccccc1
 : 2.5 | 15.5 | -1.6 | 0.4 | -1.8 | 3.8 | 12.3 | -14.1 | -2.8
> Cc1ccc(OCCOC(=O)C2CCN(S(=O)(=O)c3ccc(C)c(C)c3)CC2)cc1
 : -1.8 | 2.2 | -5.0 | -6.0 | -2.3 | 1.1 | -10.1 | 2.6 | 6.7
> CCOc1ncccc1C(=O)OCC(=O)c1ccccc1Br
 : -1.8 | 0.9 | 4.1 | -3.5 | 1.4 | 3.1 | -4.7 | 1.8 | 1.4
> CCN(c1ccc(OC)cc1)S(=O)(=O)c1cc(-c2cc(C)no2)ccc1OC
 : 0.6 | 1.5 | 0.8 | 1.6 | -2.2 | 3.4 | -0.2 | 1.0 | 5.6
> COC(=O)[C@@H](NC(=O)N1CCN(c2cccc(C(F)(F)F)c2)CC1)C(C)C
 : 4.4 | 8.0 | 0.6 | -3.1 | 0.7 | -1.0 | 3.2 | -0.1 | 0.9
> CN(Cc1ccccc1F)C(=O)c1ccc(NS(=O)(=O)c2ccc3[nH]c(=O)[nH]c3c2)cc1
 : 4.9 | -88.0 | 6.7 | 4.0 | -3.3 | 7.2 | -3.7 | 0.8 | 5.7
> CC1CCCCN1CCCNC(=O)c1ccc(N2CCCC2=O)cc1 (configuration not stated)
 : 5.0 | -1.3 | -0.4 | -0.1 | 0.9 | 0.8 | 11.5 | -2.3 | 6.3
> CC(=O)Nc1ccc(NC(=O)C(=O)c2cn(CC(=O)N3CCCCC3)c3ccccc23)cc1
 : 4.4 | 3.3 | 0.9 | -1.7 | -1.5 | 2.3 | 3.0 | / | 4.8
> CC1(C)CC(=O)C(Sc2nnc(-c3ccc(O)cc3)n2CC2CCCO2)C(=O)C1 (configuration not stated)
 : -8.5 | 1.2 | 4.2 | 0.2 | -0.3 | 4.5 | -14.9 | 2.0 | 10.9
> COC(=O)c1ccccc1-c1ccc(C=O)o1
 : -1.8 | 8.9 | 6.5 | -4.1 | 3.5 | -2.7 | -12.8 | 0.9 | -6.2

Next section, starting with the last 2 of the part before.
Fields – BCLXL inh | GSTO1 inh | Fam108B inh | PAD4 inh | TPT1 inhibitor | PME-1 inh | MCL1-BIM inh | MEX-5 binding | GLD-1 RNA inh
> CC1(C)CC(=O)C(Sc2nnc(-c3ccc(O)cc3)n2CC2CCCO2)C(=O)C1 (configuration not stated)
 : -8.5 | 1.2 | 4.2 | 0.2 | -0.3 | 4.5 | -14.9 | 2.0 | 10.9
> COC(=O)c1ccccc1-c1ccc(C=O)o1
 : -1.8 | 8.9 | 6.5 | -4.1 | 3.5 | -2.7 | -12.8 | 0.9 | -6.2
> Cc1cc(C)n(-c2cc(N3CCOCC3)ncn2)n1
 : 3.0 | 1.1 | 2.7 | 1.6 | -4.3 | 2.3 | 7.0 | -2.0 | 7.2
> COC(=O)c1nc(-c2ccccc2)nc(-c2ccccc2)c1C(=O)OC
 : 5.6 | 6.0 | -4.0 | -2.0 | -1.5 | -8.7 | -0.4 | 1.1 | 1.3
> O=C(NC(=S)Nc1nc(-c2ccccc2)cs1)c1ccco1
 : 3.8 | 4.0 | -4.1 | 2.1 | -0.8 | -3.5 | 13.8 | 0.1 | 0.6
> CCOc1ccccc1N1C(=O)CC(Sc2n[nH]c(-c3ccccc3)n2)C1=O (configuration not stated)
 : 6.0 | 6.4 | -0.6 | 3.2 | 1.5 | -2.2 | 9.8 | -0.5 | 11.7
> CCc1nnc(NC(=O)CN2C(=O)NC3(CCCC3)C2=O)s1
 : -8.0 | / | / | -7.2 | / | 5.3 | -17.1 | / | 4.5
> Cc1ccc(C2=NN(CCC(=O)NCCCN3CCOCC3)C(=O)CC2)cc1
 : 5.1 | -7.2 | 0.1 | -7.2 | -3.4 | -1.2 | 3.9 | -1.6 | -3.8
> CN(C)CCCN(C(=O)C1COc2ccccc2O1)c1nc2cc3c(cc2s1)OCO3 (configuration not stated)
 : 9.6 | -3.2 | 1.0 | -1.5 | 0.4 | 2.4 | 11.7 | 1.5 | -4.3
> O=C(N/N=C\c1ccc(F)cc1)c1ccc(Cn2cc(Br)c([N+](=O)[O-])n2)o1
 : 8.2 | -6.6 | -0.7 | -0.5 | -3.7 | -1.8 | 8.4 | -0.4 | -6.1
> CNS(=O)(=O)c1cc(OC)ccc1OC
 : 7.0 | 8.8 | 7.1 | -3.2 | -2.5 | -5.0 | 4.2 | 1.7 | -1.1
> CCOc1cc(/C=C2\N=C(SC)SC2=O)cc([N+](=O)[O-])c1OC(C)=O
 : 18.7 | 5.4 | 21.5* | 2.0 | -2.0 | 14.0 | 28.5 | -1.2 | 7.5
> CC(C)CNS(=O)(=O)c1ccc(CCC(=O)N2CCN(c3ccc(F)cc3)CC2)cc1
 : 4.5 | 6.9 | 1.7 | 0.0 | -1.6 | 6.3 | -1.2 | 2.8 | 3.7
> COc1ccc(C2C3=C(CC(C)(C)CC3=O)Nc3c2c(=O)[nH]c(=O)n3Cc2ccccc2)cc1 (configuration not stated)
 : 8.7 | 8.6 | 21.4* | -0.5 | 4.1 | -4.5 | 6.8 | 4.3 | 7.1
> Cc1occc1C(=O)NNC(=S)Nc1ccccc1C(F)(F)F
 : 9.5 | 3.6 | 2.0 | 3.8 | -2.7 | 1.6 | 7.5 | 3.1 | 0.9
> N#C/C(=C\c1ccc2c(c1)OCO2)C(=O)NCc1ccco1
 : -0.6 | 2.8 | -1.0 | -6.0 | -2.2 | -1.1 | -5.3 | -3.2 | -10.8
> O=C(NCc1ccccc1)C1CCN(S(=O)(=O)N2CCOCC2)CC1
 : -0.2 | 4.6 | 2.2 | 3.4 | -0.3 | -4.0 | 5.5 | 1.2 | 3.0
> COC(=O)C(/C=N/OCc1ccc([N+](=O)[O-])cc1)NC(=O)c1ccccc1 (configuration not stated)
 : 1.8 | 4.6 | -5.0 | -16.8 | 5.2 | -7.5 | -4.1 | -2.4 | -3.7
> c1ccc(C[C@H]2CNCCN2CC2(c3ccccc3)CC2)cc1
 : 9.1 | 3.9 | -0.3 | 0.6 | -5.2 | 4.0 | 5.9 | -0.4 | -3.1
> Cc1occc(=O)c1OC(=O)Nc1ccc(Cl)c(Cl)c1
 : 1.4 | -29.0 | -52.4 | -9.1 | 2.9 | -117.8 | 0.1 | / | 2.7
> CCC(C)[C@H](NC(=O)N1CC(=O)Nc2ccccc21)C(=O)N[C@@H](Cc1c[nH]c2ccccc12)C(=O)O (some centres not stated)
 : -3.5 | 2.9 | 1.6 | 0.8 | -4.3 | -2.4 | -4.3 | 0.9 | -1.1
> COc1cccc(-c2ccc(C#N)c(SCC(=O)NCCc3ccccc3)n2)c1
 : 5.6 | 2.9 | -4.6 | -0.1 | -3.5 | -0.6 | 4.7 | / | 1.7
> O=C(COc1ccc2ccccc2c1)NNC(=O)c1ccccc1
 : 2.5 | 2.9 | -2.1 | 1.7 | 0.0 | 4.2 | 3.3 | 2.7 | 3.5
> CCOC(=O)N1CCC(n2c(SCC(=O)NCc3ccco3)nc3ccsc3c2=O)CC1
 : 5.3 | 5.1 | -3.2 | 2.5 | 1.9 | -3.6 | -5.1 | 1.5 | 6.9

Source: PubChem (several laboratories)
